hcDAF-12 act: H. contortus DAF-12 activation, primary screen | HEK293 hcDAF-12 lit1-tk-luc reporter, luminescence; 0% DMSO, 100% Δ7-dafachronic acid | activation, % at 6.8 µM | AID 652067 | actives 1.4% (n = 370,000);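 active = activation above the mean of all tested compounds plus 3 SD, cut at about 5.5% in these data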;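 note: 100% = response to 3 µM Δ7-dafachronic acid high control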
ssDAF-12 act: S. stercoralis DAF-12 activation, primary screen; AID 652126; HEK293 ssDAF-12/GRIP1 lit1-tk-luc reporter, luminescence; % of 3 µM dafachronic acid response; actives 1% (n = 370,000); activation, % at 6.8 µM;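 active = activation above the mean over all tested compounds plus 3 SD, cut at about 0.9% in these data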;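 note: 0% = DMSO-only wells and 100% = 3 µM delta7-dafachronic acid wells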
hgDAF12 agonist: agonists of H. glycines DAF-12 nuclear receptor; activation, % at 6.8 µM; HEK293 GAL4-hgDAF12 UAS-luciferase reporter, agonist luminescence; normalized to butyrate control; actives 1.8% (n = 370,000);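 active = activation above a cutoff set at the mean of all screened compounds plus 3 SD, cut at about 10% in these data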;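 note: 0% = DMSO wells and 100% = sodium butyrate wells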
KLK7 zymogen act: activates the human kallikrein-7 zymogen | P49862 | purified proKLK7, EDANS-DABCYL substrate fluorescence; 100% is mature enzyme control, 0% vehicle | activation, % at 7 µM | actives 0.9% (n = 370,000);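 active = activation above the mean of all tested compounds plus 3 SD, computed per campaign excluding outliers beyond control limits, cut at about 13% in these data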
DAX1 inh-1: inhibits human nuclear receptor DAX1. HEK293 Gal4-DAX1 luciferase reporter, luminescence. inhibition, % at 6.75 µM. actives 0.99% (n = 340,000). AID 504766. P51843;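 active = inhibition above the mean over all tested compounds plus 3 SD, cut at about 4.2% in these data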;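 note: 0% = DAX1-transfected cells with DMSO and 100% = empty-vector control cells with DMSO; inhibition shows as a rise in luminescence from relieved DAX1 repression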
NPR2 activator: GC-B (human) receptor activation. HEK293-GC-B cells, CNP EC30, cGMP TR-FRET; 0% at EC30 CNP, 100% saturating CNP. activation, % at 10 µM. actives 0.11% (n = 370,000);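 active = activation at 10 µM reaching about 35% in either raw or pattern-adjusted values, limit read from the data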
Target sequence (P20594 whole entry, looked up): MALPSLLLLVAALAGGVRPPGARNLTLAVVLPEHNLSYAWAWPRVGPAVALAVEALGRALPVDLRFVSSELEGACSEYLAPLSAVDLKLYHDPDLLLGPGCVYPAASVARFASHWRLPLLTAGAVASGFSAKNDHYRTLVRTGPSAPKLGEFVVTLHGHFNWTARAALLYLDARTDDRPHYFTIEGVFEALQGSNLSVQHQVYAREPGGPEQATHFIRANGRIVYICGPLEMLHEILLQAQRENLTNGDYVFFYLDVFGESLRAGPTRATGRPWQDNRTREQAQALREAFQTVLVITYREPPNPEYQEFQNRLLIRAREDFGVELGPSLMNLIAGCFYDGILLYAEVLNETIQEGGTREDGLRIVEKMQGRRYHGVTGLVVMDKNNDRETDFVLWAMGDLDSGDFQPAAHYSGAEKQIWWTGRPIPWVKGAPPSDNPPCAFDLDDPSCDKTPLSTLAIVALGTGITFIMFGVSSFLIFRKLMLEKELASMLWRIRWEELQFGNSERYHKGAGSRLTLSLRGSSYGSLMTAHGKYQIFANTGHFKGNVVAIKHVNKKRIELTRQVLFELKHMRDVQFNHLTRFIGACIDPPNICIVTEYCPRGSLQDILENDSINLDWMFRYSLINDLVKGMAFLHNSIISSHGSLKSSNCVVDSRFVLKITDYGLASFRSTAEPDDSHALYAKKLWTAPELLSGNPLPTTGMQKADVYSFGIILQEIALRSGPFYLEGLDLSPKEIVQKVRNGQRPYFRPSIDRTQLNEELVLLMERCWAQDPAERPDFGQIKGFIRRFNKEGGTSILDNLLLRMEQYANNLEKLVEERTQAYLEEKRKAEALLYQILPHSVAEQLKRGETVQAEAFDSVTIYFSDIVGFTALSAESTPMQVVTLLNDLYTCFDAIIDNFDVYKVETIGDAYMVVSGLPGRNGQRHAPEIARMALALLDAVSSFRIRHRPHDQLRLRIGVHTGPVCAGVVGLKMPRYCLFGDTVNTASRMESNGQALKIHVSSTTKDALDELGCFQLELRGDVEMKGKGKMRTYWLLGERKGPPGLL
DAX1 inh-2: blocks DAX1 repression of SF-1 activated StAR promoter. HEK293T StAR-luciferase reporter, SF-1/DAX-1 repression relief. inhibition, % at 6.8 µM. actives 1.1% (n = 370,000). AID 652010;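 active = inhibition above the mean over all tested compounds plus 3 SD, cut at about 3.6% in these data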;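 note: 0% = DAX-1 cells with DMSO and 100% = cells lacking DAX-1 with DMSO; higher inhibition means more luminescence from relief of DAX-1 repression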
NPR1 activator: GC-A (human) enzyme activation; HEK293 GC-A cells, cGMP TR-FRET, EC30 ANP; 0% at EC30 ANP, 100% saturating ANP; activation, % at 10 µM; actives 0.14% (n = 370,000); in the data active = activation above about 40%
SMARCA2 activ: SMARCA2 function activation, primary screen; MG213 cells, MMTV-luciferase reporter, dexamethasone, overnight; activation, % at 9.1 µM; actives 1% (n = 370,000); AID 652017; in the data active = activation above about 7.8%;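 note: 0% = vehicle wells and 100% = reference activator wells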
HGIII-sPLA2 inh: Blocks human group III sPLA2 activity; Q9NZ20; AID 743126; actives 0.56% (n = 370,000); inhibition, % at 12.2 µM; QFRET BODIPY PC-A2 liposome hydrolysis, fluorescence;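 active = inhibition above mean plus 3 SD of compounds lying within the high and low control bounds, cut at about 19% in these data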;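 note: 0% = median of test compound wells and 100% = no enzyme DMSO wells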
FXN GAA850 act: increases GAA850 frataxin promoter reporter activity; HEK293 lucGAA850 FXN promoter luciferase reporter, 24 h; percent of 10 µM SAHA response; activation, % at 6 µM; AID 540364; actives 0.56% (n = 360,000);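 active = activation above the average of all compounds screened plus 3 SD, cutoff fixed separately per campaign, cut at about 7.5% in these data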;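 note: 0% = DMSO wells and 100% = 10 µM SAHA wells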
The depositor's hits bear a star; / = no result given.

item	smiles	DAX1 inh-1	SMARCA2 activ	NPR1 activator	NPR2 activator	hcDAF-12 act	ssDAF-12 act	DAX1 inh-2	hgDAF12 agonist	HGIII-sPLA2 inh	KLK7 zymogen act	FXN GAA850 act
1	CN(Cc1ccccc1)C(=O)c1ncn(Cc2ccccc2)c1C(=O)N(C)Cc1ccccc1	-1.2	2	-6	-5	-2.0	-0.8	-0.5	-1.7	-2	0.4	-4.3
2	COc1ccccc1C(=O)NCC(=O)N(C)Cc1nc2ccccc2c(=O)[nH]1	-0.4	1	-2	-4	0.8	-0.8	0.5	0.9	-4	0.2	-1.7
3	O=[N+]([O-])c1ccccc1Nc1cccnc1	1.1	0	-7	-1	1.9	-0.5	2.9	0.6	2	0.6	2.0
4	COc1ccc(/C(O)=C2/C(=O)C(=O)N(c3ccccn3)C2c2ccc(F)cc2)cc1 (stereo unspecified)	2.3	11*	2	-1	0.2	-0.5	0.9	9.7	-12	0.1	3.7
5	COc1ccccc1-c1c(NC(=O)C(C)C)n(C)c2ccccc2c1=O	0.5	-3	-2	4	-1.2	-2.1	-0.1	-0.8	-2	2.1	-0.2
6	CCc1n[nH]c(=S)n1N=C1CCC(C)CC1 (stereo unspecified)	-2.1	2	-2	-9	2.0	-1.1	-0.2	-0.4	0	0.5	0.0
7	CCOC(=O)Cc1cc(=O)n2[nH]c(C)cc2n1	0.1	2	2	6	1.4	-1.1	0.5	0.5	-9	0.6	0.3
8	COCCN=C1NC(=O)C(CC(=O)Nc2cccc(Cl)c2C)S1 (stereo unspecified)	/	-1	-2	1	-2.3	-1.2	0.3	0.8	6	-1.5	2.1
9	O=c1c2ccccc2c2ccccc2c(=O)n1Cc1cccnc1	-0.2	-1	0	0	-1.7	-0.7	0.8	0.7	3	0.7	0.6
10	CN1CCC(CN)(N2CCN(c3ccccc3)CC2)CC1	0.1	1	-4	-7	1.8	0.6	0.3	0.4	-3	0.0	1.3
11	CCSc1nc(O)c(CC)c(=O)n1C(C)CC (stereo unspecified)	0.8	-2	4	10	-1.6	-1.3	-0.8	3.1	7	0.0	-1.3
12	Oc1ccc(/C=N/Nc2nccnc2Cl)cc1	2.4	13*	-3	0	2.9	0.6	2.0	12*	2	0.1	6.5
13	N#Cc1ccccc1OCC(=O)C1CC1	-0.3	2	-2	4	0.8	-1.7	0.1	2.2	2	0.5	0.0
14	CC(=O)N1N=C(c2ccco2)CC1c1cc2cc(C)ccc2nc1Cl (stereo unspecified)	/	-4	-5	-5	-0.3	-1.3	-0.1	-1.3	-2	0.1	3.0
15	COc1ccc(CN2C(=O)[C@]3(NCCc4c3[nH]c3ccc(OC)cc43)c3cc(F)ccc32)cc1	/	-1	1	0	-2.6	-0.5	-0.8	-1.4	-16	0.7	/
16	Nn1cnnc1N/N=C/c1ccc(Cl)cc1Cl	-3.2	-8	-1	-4	-3.6	-1.8	-2.0	-11	-2	-0.5	-0.1
17	CCCN1CCCCC(NC(=O)c2ccc(C)cc2C)C1=O (stereo unspecified)	/	-3	2	3	-0.4	-1.1	-0.1	0.5	10	0.3	/
18	CCOc1ccc(S(=O)(=O)Nc2cccc(C(=O)NCC(c3ccco3)N3CCCC3)c2)cc1 (stereo unspecified)	1.9	-3	2	1	0.9	-0.5	-2.2	1.9	-9	0.2	-1.1
19	O=C(N[C@@H](Cc1ccccc1)C(=O)NC1CCCCC1)c1ccco1	-0.7	1	3	5	-0.7	-1.4	-0.3	-2.4	-1	-0.1	0.2
20	CC(C)(C)NS(=O)(=O)c1ccc(CCC(=O)N2CCCC2)cc1	1.1	-3	-4	3	-0.5	-1.4	0.2	2.2	4	-0.1	0.5
21	Cc1ccc(S(=O)(=O)NCCCCCC(=O)NC(C)(C)CO)cc1	-0.4	0	-2	-1	-1.7	-0.9	0.4	0.3	-4	-0.3	-1.6
22	COc1ccccc1-c1cnc(C(O)c2ccccc2)[nH]1 (stereo unspecified)	/	1	2	-5	2.2	-0.5	0.6	3.9	-4	1.2	0.9
23	CCN1CCN(c2oc(-c3ccccc3C)nc2S(=O)(=O)c2ccccc2)CC1	1.4	-2	-3	-10	0.5	-1.1	2.2	-3.5	-15	0.0	-2.0
24	Cc1ccc(C(=O)O)cc1Nc1ncnc2sc3c(c12)CCC3	-1.9	1	-3	-1	1.0	-1.3	0.1	1.3	-1	0.0	-0.2
25	Cc1ccccc1S(=O)(=O)N1CC(C(=O)O)=CC[C@H]1c1ccc(Cl)cc1	0.1	1	1	4	-1.9	-0.7	0.2	3.1	-6	0.3	2.7
26	CCN1CCN(S(=O)(=O)c2ccc(Cl)c(C(=O)Nc3cc(Cl)ccc3N3CCOCC3)c2)CC1	-0.4	0	-2	-1	-2.1	-0.9	-1.2	-2.3	-3	0.3	-8.1
27	COC(=O)/C=C/c1sc2nc(C)cc(C)c2c1N=CN(C)C	/	4	1	-3	5.6*	0.5	-0.7	7.4	1	4.0	1.7
28	CCOC(=O)c1sc(Nc2nc3c(OC)cccc3s2)nc1C	0.8	-2	11	-3	2.2	0.5	0.1	0.1	-3	-8.3	5.4
29	Cc1ccc(C(=O)N2c3ccccc3N(Cc3ccccc3)C(=O)C2(C)C)cc1	-3.0	-7	-2	-11	-4.7	-2.9	-2.6	-6.6	-2	-0.5	-2.5
30	Cc1c(Cl)cccc1NC(=O)N1CCCC1	0.0	-2	2	-4	0.2	-1.5	0.1	2.1	6	0.2	3.4
31	CCC1CCC(C(=O)NC(CCSC)C(=O)NCCN(CC(C)C)CC(C)C)CC1 (stereo unspecified)	-1.9	-2	4	2	-1.1	-0.1	-0.1	2.4	7	0.3	-0.5
32	COc1ccc(CCNC(=O)COC(=O)c2ccccc2NCCO)cc1OC	0.4	-1	2	1	-0.6	-1.3	-0.6	3.5	0	19*	2.2
33	Nc1nc(Sc2ncccc2[N+](=O)[O-])n[nH]1	/	-1	-1	3	-1.6	-0.4	-0.6	0.9	5	-0.3	2.6
34	O=C1NC[C@H](CCCCN2CCN(CC3CCCCC3)C(=O)C2=O)N(CCc2ccccc2)C1=O	/	1	5	5	-1.8	-0.9	-0.7	0.4	5	-0.2	/
35	Cc1ccc(NC(=O)[C@@H]2O[C@H](CO)[C@@H](O)[C@H]2O)cc1C(F)(F)F	/	5	2	2	-0.9	-0.8	-0.2	1.0	1	0.4	2.7
36	CCN(CC)CCN(Cc1cc2cc3c(cc2[nH]c1=O)OCO3)C(=S)NCC1CCCO1 (stereo unspecified)	1.0	1	3	-5	-0.3	-0.8	0.3	-5.2	13	4.0	0.7
37	O=C(c1sc2cc(Cl)ccc2c1Cl)N1CCN(CCc2ccccn2)CC1	0.8	2	1	-1	1.0	-1.3	0.0	3.1	-8	0.1	0.5
38	NNC(=O)c1sccc1OCc1ccc(F)cc1	-0.9	6	-3	1	-1.2	-2.1	-0.2	4.3	-6	0.9	4.4
39	O=C1CC(c2ccc(F)c(Br)c2)C2=C(CCCC2=O)N1 (stereo unspecified)	1.6	0	-1	0	-0.3	-1.3	0.0	1.0	-1	0.8	0.2
40	COc1ccc(CNC(=O)c2ccc(=O)oc2)cc1OC	1.2	-3	-1	-7	-0.5	-0.4	-0.1	-1.2	2	1.0	1.6
41	CCC(=O)c1ccc(OC(=O)N2CCOCC2)cc1	0.1	-1	2	6	-1.2	-0.6	0.2	0.1	3	-0.3	3.8
42	COc1cc2ncnc(NCc3ccccc3C)c2cc1OC	-0.1	-1	9	-3	-2.2	-1.4	-1.5	-1.3	-1	0.3	0.1
43	Cc1[nH]n(-c2ccccc2)c(=O)c1C(=O)c1ccc(Cl)cc1	1.9	-3	0	-1	1.0	-1.0	-0.8	-1.3	2	-0.6	-2.0
44	COc1cc(NC(=O)COC(=O)c2ccccc2SCC(=O)N2CCCC2)cc(OC)c1	0.0	2	-1	0	0.6	-0.8	-0.8	-1.6	-8	-0.3	-0.3
45	Cc1ccc2c(c1)C(O)(C1COC(C)(C)CC1=O)C(=O)N2C (stereo unspecified)	-0.5	1	-5	-10	0.2	-1.1	-0.3	-0.9	7	0.1	0.2
46	O=C(c1cc2c(s1)CCCC2)N1CCN(S(=O)(=O)c2ccccc2C(F)(F)F)CC1	-1.0	-2	5	-2	3.5	-2.1	0.2	-1.1	-3	0.2	2.0
47	COc1ccc(S(=O)(=O)N2CCC(C(=O)Nc3nnc(C)s3)CC2)cc1OC	-0.9	-2	-9	9	-1.9	-1.2	1.1	0.5	-1	0.1	-1.4
48	Fc1ccc(-c2csc3ncnc(N4CCN(c5ccccc5)CC4)c23)cc1	-1.3	0	-7	-8	-1.2	-1.4	-0.1	1.7	3	0.2	2.2
49	Cc1cc(NC(=O)CSc2nnc(-c3ccc(Br)o3)n2Cc2ccccc2)no1	1.0	3	24	20	-1.3	-1.5	0.3	-1.8	-10	0.4	-0.7
50	COC(=O)[C@@]1(C(C)C)N=C(c2cc(OC)c(OC)c(OC)c2)[C@]2(O1)C(=O)N(Cc1ccc(OC)cc1)c1ccc(Br)cc12	/	-6	-21	-16	0.7	-1.0	-1.2	-0.6	-3	0.6	/
51	CN1C(=O)c2ccccc2CC12c1ccccc1C(=O)N2C (stereo unspecified)	1.8	-5	-2	-4	-0.2	-0.5	-0.2	-3.3	7	0.3	-0.9
52	COc1ccc(C(=O)OCC(=O)NCC2CCCCC2)cc1F	0.2	-2	-2	-1	-0.3	-1.1	0.0	-1.4	6	-0.7	0.1
53	CC(C)CC(N)c1csc(NC(=O)C(c2ccccc2)c2ccccc2)n1 (stereo unspecified)	/	-3	-1	8	-1.7	-0.6	0.1	-1.6	18	0.2	-2.9
54	C=CCNc1scc(-c2ccccc2)[n+]1CC=C	0.0	-3	-2	-2	0.9	-1.6	0.7	-2.7	20*	-0.3	-1.9
55	C#CCOCCOCCOCCNc1nc(N2CCN(C(=O)[C@H]([C@@H](C)CC)n3cc([C@@H](N)CC(C)C)nn3)CC2)nc(N2CCN(C(=O)[C@H](Cc3ccc(O)cc3)n3cc([C@@H](N)C(C)CC)nn3)CC2)n1 (stereo partly specified)	1.1	2	6	9	0.8	-1.1	0.8	-0.5	-21	0.1	1.5
56	COc1ccccc1Cc1c(-c2cccc(Br)c2)nc2ccc(Cl)cn12	/	2	-13	-16	-1.3	-0.9	2.6	8.3	-12	-1.6	/
57	COc1cccc(NC(=O)CN(C)C(=O)C(C)Sc2ccccc2)c1 (stereo unspecified)	-0.3	-1	0	-2	-1.6	-0.8	-1.6	-2.4	0	-0.4	2.3
58	O=C(CC12CC3CC(CC(C3)C1)C2)NCC(=O)N1CCc2ccccc2C1	-0.5	-4	0	-7	-1.1	-0.1	-0.4	4.7	2	-0.3	1.0
